# Assay outcomes from PubChem BioAssay.
# RGS4 inhibitor = human RGS4 inhibition | 390,000 compounds, 0.039% hits | Transcreener GDP fluorescence polarization, RGS4-accelerated GTP hydrolysis | P49798 | Potency, µM (top dose mostly 114 µM), without a hit: at the top dose activity change, negative = inhibition, actives largely listed as inhibitors; further: on the % scale 0 is the no-effect control and ±100 the full control effect; nearly all actives have a fitted effect of over 75% in size; some results filed as inactive show a strong effect at the top dose
# Target sequence (P49798 whole entry, looked up): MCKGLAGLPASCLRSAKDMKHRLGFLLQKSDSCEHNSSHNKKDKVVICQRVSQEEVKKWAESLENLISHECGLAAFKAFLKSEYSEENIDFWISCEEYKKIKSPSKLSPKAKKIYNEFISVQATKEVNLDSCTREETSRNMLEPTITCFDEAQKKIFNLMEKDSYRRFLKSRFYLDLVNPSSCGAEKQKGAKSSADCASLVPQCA
#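 MLSMR compounds (23 nl, pin-transferred) preincubated 10 min at room temperature with a 500nM (2x) first reagent, then RGS4 at 900nM (2x) plus Transcreener GDP mix added; fluorescence polarization (620/688 nm) read before and after 90 min at 30 °C.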
# USP1 inh = inhibitors of human USP1/UAF1 deubiquitinase; O94782; recombinant USP1/UAF1, Ub-Rhodamine cleavage fluorescence; Potency, µM (series often up to 57.1 µM), without a hit: at the top dose activity change, negative = inhibition, usual class: inhibitors; 390,000 compounds, 0.23% hits; AID 743255; further: on the % scale 0 is the no-effect control and ±100 the full control effect; nearly all actives have a fitted effect of over 60% in size; inactives centre near -12
#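 USP1/UAF1 complex (1 nM) preincubated 15 min at room temperature with compound, then Ub-Rho substrate (150 nM final) added. Kinetic fluorescence at 480/540 nm over 6 reads at 60 s intervals; 50 mM HEPES pH 7.8, 0.5 mM EDTA, 0.1 mg/ml BSA, 1 mM TCEP, 0.01% Tween-20.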
# IDH1 R132H inh = inhibitors of human mutant IDH1 R132H; 390,000 compounds, 0.093% hits; O75874; IDH1-R132H enzyme, NADPH consumption, diaphorase/resazurin fluorescence; Potency, µM (doses to about 76.6 µM), for the others: at the highest dose activity change, negative = inhibition, most hits filed as inhibitors; further: on the % scale 0 is the no-effect control and ±100 the full control effect; nearly all actives have a fitted effect of over 65% in size
# Target sequence (O75874 whole entry R132H, stated change not applied): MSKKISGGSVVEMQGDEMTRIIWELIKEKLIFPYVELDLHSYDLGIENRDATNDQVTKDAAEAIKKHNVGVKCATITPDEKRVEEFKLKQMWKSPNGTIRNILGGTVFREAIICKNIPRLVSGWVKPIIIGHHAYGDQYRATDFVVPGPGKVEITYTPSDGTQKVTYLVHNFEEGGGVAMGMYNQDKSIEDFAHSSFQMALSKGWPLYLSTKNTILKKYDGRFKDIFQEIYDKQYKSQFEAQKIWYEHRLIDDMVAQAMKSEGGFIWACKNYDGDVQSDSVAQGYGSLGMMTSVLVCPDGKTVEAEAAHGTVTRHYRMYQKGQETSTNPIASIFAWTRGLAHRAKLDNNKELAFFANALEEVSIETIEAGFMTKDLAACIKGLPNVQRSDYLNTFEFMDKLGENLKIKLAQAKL
#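 IDH1-R132H (0.5 ug/mL dispensed) in pH 7.5 Tris buffer was preincubated 30 min with compound, then given a substrate mix of 0.016 mM NADPH and 2 mM alpha-KG for 80 min at room temperature; remaining NADPH was read by diaphorase/resazurin fluorescence.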
# TrxR1 substrate = substrates of rat thioredoxin reductase 1; O89049; purified TrxR1 substrate turnover, NADPH consumption readout; Potency, µM (doses to about 114 µM), for the others: top-dose activity change, negative = substrate turnover; 390,000 compounds, 0.01% hits; AID 588456; further: on the % scale 0 is the no-effect control and ±100 the full control effect; nearly all actives have a fitted effect of over 50% in size
#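 Rat TrxR1, dispensed at 90 nM, was prereduced with 400 uM NADPH (final) for 5 min at ~22 deg C, then incubated with compound 15 min before 400 uM selenite. A first-read NADPH fluorescence drop versus no-compound background flagged substrates.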
# Vif-APOBEC3G blk = blocks the Vif interaction with human APOBEC3G; Q9HC16; HeLa A3G-eYFP + Vif (tagged APOBEC3G with the HIV-1 protein that degrades it), YFP fluorescence, overnight; Potency, µM (highest dose often 46.1 µM), for inactives: top-dose activity, negative = active, usual class: inhibitors; 410,000 compounds, 0.076% hits;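 further: on the % scale 0 is the no-effect control and ±100 the full control effect; nearly all actives have a fitted effect of over 60% in size; hits raise eYFP signal because A3G escapes Vif-driven loss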
# Target sequence (Q9HC16 whole entry, looked up): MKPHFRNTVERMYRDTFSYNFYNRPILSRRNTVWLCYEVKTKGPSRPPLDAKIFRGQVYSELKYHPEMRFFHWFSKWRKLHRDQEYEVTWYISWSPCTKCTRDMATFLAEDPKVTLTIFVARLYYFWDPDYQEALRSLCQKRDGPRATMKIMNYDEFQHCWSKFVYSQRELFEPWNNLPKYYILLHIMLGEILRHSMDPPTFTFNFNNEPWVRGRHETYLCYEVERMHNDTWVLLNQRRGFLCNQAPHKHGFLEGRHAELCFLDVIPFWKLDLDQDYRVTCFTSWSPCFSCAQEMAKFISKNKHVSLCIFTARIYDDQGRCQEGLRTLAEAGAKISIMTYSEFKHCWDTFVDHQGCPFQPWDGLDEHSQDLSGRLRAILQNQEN
#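 Read-out is eYFP fluorescence (Ex 488/Em 500-530) from Vif-expressing HeLa A3G-eYFP cells; more signal means A3G escaped Vif-mediated degradation. Cells plated overnight, compound pinned in, incubated overnight at 37 deg C.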
# TrxR1 inh = blocks rat thioredoxin reductase 1. O89049. recombinant rTrxR1, NADPH fluorescence consumption, selenite substrate. 390,000 compounds, 1% hits. AID 588453. Potency, µM (top dose mostly 114 µM), for the others: at the top dose activity change, negative = inhibition, hits mostly inhibitors; further: on the % scale 0 is the no-effect control and ±100 the full control effect; nearly all actives have a fitted effect of over 65% in size
#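 Rat TrxR1 (90 nM in the dispensed reagent) was pre-reduced with 400 uM NADPH for 5 min at room temperature, then incubated with compound for 15 min. After 400 uM selenite was added, NADPH fluorescence (Ex 340/Em 450 nm) was followed for 8 min.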
# RXFP1 agonist = activates the human relaxin receptor RXFP1 | HEK293T-RXFP1 cAMP TR-FRET, 30 min; response scale: percent of porcine relaxin response, buffer zero | AID 2676 | Potency, µM (titrated, usually from 57.5 µM), for inactives: at the highest dose activation, usual class: activators | Q9HBX9 | 370,000 compounds, 0.3% hits; further: on the % scale 0 is the no-effect control and ±100 the full control effect; nearly all actives have a fitted effect of over 60% in size; many of its hits are not listed in these tables
#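 cAMP rise read by TR-FRET after 30 min, 37C compound exposure (up to 58 uM) in RXFP1-transfected HEK293 cells with Ro 20174 present. EC50 from Hill-equation fits, with 29 nM porcine relaxin as 100% and buffer as basal.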
# 12-LOX inh = ALOX12 (human) lipoxygenase inhibition | AID 1671190 | Potency, µM (top dose mostly 108 µM), without a hit: at the top dose activity change, negative = inhibition, most hits filed as inhibitors | purified 12hLO, xylenol orange hydroperoxide absorbance | 580,000 compounds, 1.1% hits; further: on the % scale 0 is the no-effect control and ±100 the full control effect
#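 Purified human 12hLO (150 nM final) in 25 mM Hepes, 0.01% Triton X-100, pH 7.0 was preincubated 15 min at room temperature with compound. Then 40 uM arachidonic acid was added, 30 min. Hydroperoxide was read by Fe-XO absorbance ratio 573/405 nm.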
# Vif-APOBEC3F blk = inhibitors of Vif-A3F interaction; HeLa A3F-eYFP + Vif (tagged APOBEC3F with the HIV-1 protein that degrades it), YFP fluorescence increase; Potency, µM (top dose mostly 46.1 µM), without a hit: top-dose activity, negative = active; AID 602313; 390,000 compounds, 0.2% hits; further: % of control where 0% means no effect; nearly all actives have a fitted effect of over 65% in size
#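 Fluorescence increase (Ex 488/Em 500-530) after overnight compound treatment at 37 deg C flags inhibition of Vif-driven A3F-eYFP loss in stable HeLa A3F-eYFP/Vif cells seeded overnight beforehand.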
# * = called active by the depositor; ? = inconclusive; nt = no result given; & = joins results of further samples; [ ] = another dose, or the depositor's remark. The call rests on the fitted dose curve; in most records, active means well fitted curve in the direction sought with a large enough effect; inconclusive means small, poorly fitted or top-dose-only effect, or another doubt; inactive means no such curve, though single readings can be large; an effect the other way counts as inactive or inconclusive. Potency means the concentration at half of the fitted maximal effect. An excerpt. The share of hits here may be higher or lower than overall.
entry	molecule	USP1 inh	12-LOX inh	IDH1 R132H inh	TrxR1 inh	Vif-APOBEC3F blk	TrxR1 substrate	Vif-APOBEC3G blk	RGS4 inhibitor	RXFP1 agonist
1	COc1ccc([C@H]2CC(=O)C=C(c3cc4ccccc4c4ccccc34)C2)cc1	-24%	-25%	-1%	3%	0%	1%	-12%	8%	1.2%
2	Cc1n[nH]c(C)c1CCCCOc1ccccc1[N+](=O)[O-]	-12%	?	26%	14%	0%	3%	0%	-10%	1.0%
3	COc1ccc(NC(=O)CSc2nnc(NC(=O)CN3CCOCC3)s2)cc1	-22%	7%	10%	10%	8%	1%	0%	-19%[56.9 µM]	1.0%
4	C=CCNC(=O)c1ccccc1Cl	-7%	22%	11%	18%	-10%	11%	1%	34%	4.5%
5	O=C(NCCCO)C(=O)Nc1cc2c3c(c1)CCN3C(=O)CC2	-11%	-2%	-17%	1%	-1%	-6%	-1%	2%	0.0%
6	O=C1Nc2ccc(S(=O)(=O)N3CCCC3)c3ccc(S(=O)(=O)N4CCCC4)c1c23	-22%	0%	5%	4%	-3%	9%	4%	-22%	2.3%
7	COc1ccccc1C(=O)Nc1ccc(C)c(S(=O)(=O)N2CCCCC2)c1	-16%	-1%	6%	0%	-2%	-6%	-6%	-28%	0.6%
8	COc1ccc(-c2cc(C(F)(F)F)nc(SCCC(=O)NCc3ccco3)n2)cc1	-27%	1%	9%	-14%	1%	-3%	0%	-32%	8.4%
9	CC(=O)N1CCC(N(CCN2CCOCC2)C(=S)Nc2c(C)cccc2C)CC1	-26%	8%	3%	-3%	-13%	4%	-3%	-10%	4.3%
10	CCC(C)(C)NC(=O)c1ccc(S(=O)(=O)N(C)c2ccccc2OC)cc1	-15%	-19%	-3%	6%	-2%	-6%	2%	7%	1.4%
11	O=C(Nc1ccc(C(=O)N2CCCC2)cc1)C1CCC1	-16%	7%	6%[38.3 µM]	6%	3%	2%	3%	-7%	nt
12	CCOC(=O)c1c(NC(=O)C2CCN(S(=O)(=O)c3cccs3)CC2)sc(C)c1C	-10%	0%	4%	21%[57.1 µM]	2%	19%	0%	10%	1.6%
13	CC(C)Cn1cnc2c1c(=O)n(CC(=O)NN)c(=O)n2Cc1ccccc1	-8%	-1%	2%	-3%[57.1 µM]	-7%	1%[57.1 µM]	-7%	7%	0.8%
14	O=C(Cn1[nH]c(=O)c2ccccc2c1=O)OCC(=O)N(Cc1ccccc1)Cc1ccccc1	-20%	18%	-5%	5%[57.1 µM]	-1%	2%[57.1 µM]	-5%	-48%	3.3%
15	Cn1c(=O)n(CC(=O)O)c(=O)c2c1nc1n2CCS1	-21%&-23%	8%&11%	2%&-6%	-10%&19%	-1%&-3%	3%&3%	1%&0%	-4%&14%	1.7%&2.0%
16	O=C(Nc1cccc(Cl)c1)c1cc(-c2ccccc2)on1	?	-2%	-9%	8%[57.1 µM]	4%	-1%[57.1 µM]	-2%	-7%	3.9%
17	Cc1ccc(NS(=O)(=O)c2ccc(C(=O)OCC(=O)Nc3cc(C)on3)cc2)cc1	-17%	-8%	6%	-5%[11.4 µM]	2%	0%[11.4 µM]	1%	-20%[56.9 µM]	0.2%
18	O=C(CCCn1c(=O)c2cccn2c2cccnc21)Nc1ccccc1Br	5%	?	0%	22%	-9%	3%	-1%	-8%	?
19	CC1S/C(=N/N=C/c2ccco2)N(Cc2ccc(F)cc2)C1=O (stereo not given)	-8%	?	7%	?	7%	-1%	-15%	3%	-1.8%
20	C=CCNC(=S)N/N=C/c1ccc(-c2cc(Cl)ccc2Cl)o1	-18%	237%[activator]	10%	23%[57.1 µM]	-7%	16%[57.1 µM]	-6%	-19%	0.2%
21	O=C(O)c1ccccc1C(=O)c1ccc(Br)s1	0%	-1%	0%	1%[57.1 µM]	4%	5%[57.1 µM]	0%	3%	20%
22	O=C(c1ccccc1)N1CCOC(O)(c2ccccc2)C1c1ccccc1 (stereo not given)	-18%	6%	13%	20%[57.1 µM]	6%	7%[57.1 µM]	-8%	?	nt
23	Cc1cccc(Cn2cnc3c(cnn3-c3ccc(Cl)cc3)c2=O)c1	-10%	-5%	17%	19%	0%	3%	5%	-8%	1.2%
24	COc1ccc(/C=C(/NC(=O)c2cccs2)C(=O)NCc2ccco2)cc1OC	-19%	-2%	1%	8%	9%	-2%	0%	6%	-0.6%

# The closing 2 records of the part before lead into the next.
entry	molecule	USP1 inh	12-LOX inh	IDH1 R132H inh	TrxR1 inh	Vif-APOBEC3F blk	TrxR1 substrate	Vif-APOBEC3G blk	RGS4 inhibitor	RXFP1 agonist
23	Cc1cccc(Cn2cnc3c(cnn3-c3ccc(Cl)cc3)c2=O)c1	-10%	-5%	17%	19%	0%	3%	5%	-8%	1.2%
24	COc1ccc(/C=C(/NC(=O)c2cccs2)C(=O)NCc2ccco2)cc1OC	-19%	-2%	1%	8%	9%	-2%	0%	6%	-0.6%
25	S=C(Nc1ccc2nc(-c3ccccn3)c(-c3ccccn3)nc2c1)N1CCCCCC1	-18%	-22%	3%	-7%[57.1 µM]	-4%	6%[57.1 µM]	-2%	-31%	13%
26	[N-]=[N+]=CC(=O)CCCN1C(=O)c2ccccc2C1=O	-14%	0%	-1%	13%	1%	5%	-1%	-8%[56.9 µM]	2.6%
27	O=S(=O)(c1ccc(OCC(O)CNC23CC4CC(CC(C4)C2)C3)c(Cl)c1)N1CCOCC1 (stereo not given)	-26%	-9%	-8%	27%	?	1%	0%	-5%	-0.7%
28	CCC(=O)NC(Nc1cccc(C)n1)(C(F)(F)F)C(F)(F)F	-7%	0%	7%	16%[57.1 µM]	4%	8%[57.1 µM]	-2%	7%[11.4 µM]	-0.7%
29	Cc1cccc(C(=O)Nc2ccc(N3CCN(C(=O)c4ccco4)CC3)cc2)c1	-19%	-12%	-3%	8%	4%	1%	-9%	-3%	-2.1%
30	Cc1c(-c2ccccc2)oc2c(C(=O)OCC(=O)Nc3cccc(F)c3)cccc2c1=O	-4%	?	10%	9%	0%	1%	-1%	-16%	-4.9%
31	COc1cccc(N2CC(C(=O)Nc3ccc(C(=O)OC(C)C)cc3)CC2=O)c1 (stereo not given)	-8%	2%	17%	9%	-5%	-6%	3%	-5%	1.4%
32	CCCN(CC(=O)Nc1cccc(S(N)(=O)=O)c1)CC(=O)Nc1ccc(F)c(F)c1F	-17%	0%	9%	14%	0%	1%	1%	6%	0.9%
33	CCOc1ccc(C(=O)Nc2nnc(NC(=S)Nc3ccccc3)s2)cc1	-23%	-24%	4%	-38%	-12%	8%[57.1 µM]	-13%	-43%	2.0%
34	Cc1ccn2cc(-c3cccc([N+](=O)[O-])c3)nc2c1	-3%	0%	24%	22%[57.1 µM]	5%	15%	2%	7%	2.9%
35	COc1ccc(OC)c(NS(=O)(=O)c2ccc3c(c2)C(C)(C)C(=O)N3C)c1	-15%&-18%	-20%	18%&-8%	8%[57.1 µM]	-4%&-12%	-6%[57.1 µM]	0%&-5%	-10%&-16%	6.7%&1.3%
36	COc1cc(C(=O)N(C)CC2CCN(CCc3cccc(C(F)(F)F)c3)CC2)ccc1C	-8%	5%	10%	17%	-3%	2%	4%	-2%	-0.4%
37	COc1ccc(NC(=O)/C(=C\c2ccncc2)NC(=O)c2ccccc2)cc1	4%	6%	2%	15%[57.1 µM]	-1%	0%[57.1 µM]	1%	16%	1.9%
38	COc1ccc(N=C2SCC(=O)N2c2ccc(OC)cc2)cc1	36%[activator]	8%[57.4 µM]	-2%	4%	2%	3%	-1%	18%	-0.6%
39	CCN(C(=O)CSc1nc(N)cc(=O)[nH]1)c1c(N)n(Cc2ccccc2)c(=O)[nH]c1=O	-23%	-23%	-1%	15%[57.1 µM]	1%	8%[57.1 µM]	0%	-10%	1.3%
40	O=C(CSc1nnc(Cn2c(=O)sc3ccccc32)n1-c1ccccc1)N1CCOCC1	-15%	?	2%	39%[activator]	9%	6%	0%	-13%	3.1%
41	CC(=O)c1sc(NCc2ccc(C)cc2)nc1C	-8%	?	1%	16%	-3%	-6%	0%	19%	10%
42	CCOc1ccc(CN2C(=O)c3ccccc3Sc3ccc(C(=O)NCCc4ccccc4)cc32)cc1	-13%	-3%	-3%	7%	-11%	-6%	?	-34%	0.6%
43	COc1ccc(C)cc1NC(=O)CN1C(=O)COc2ccc(S(=O)(=O)NC3CCCC3)cc21	-5%	-3%	-13%	11%	-5%	-9%	-1%	18%	4.1%
44	Cc1ccccc1-n1ncc2c1CC(C)(C)CC2NC(=O)C1=CC(=O)CC(C)(C)O1 (stereo not given)	-19%	5%	-1%	-14%	1%	-8%	-4%	4%	-3.1%
45	O=C(Cn1cnc2ccccc21)N/N=C/c1ccccc1	-11%	1%	-3%	-2%	-9%	-10%	-1%	-1%	1.0%
46	COc1ccc2[nH]c(C)c(CCN3C(=O)C4CC=CCC4C3=O)c2c1 (stereo not given)	-8%	247%[activator]	6%	9%[57.1 µM]	-4%	7%[57.1 µM]	-7%	?	0.5%
47	Cc1cc(CN2CCN(c3ccc(F)cc3)CC2)cs1	-8%	?	-11%	6%	3%	-6%	-1%	21%	6.1%
48	COc1cc(SC)ccc1C(=O)Nc1nccs1	-10%	5%	17%	21%[57.1 µM]	-4%	8%[57.1 µM]	-3%	-34%	-0.4%
